TEAD-YAP inh: TEAD-YAP interaction inhibition; HEK-TIYL cells, TEAD-Gal4/YAP UAS-luciferase luminescence; inhibition, % at 9.12 µM; 1.4% of 640,000 active; AID 1259422; in the data active means inhibition above about 32%;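 further: 0% = median of test compound wells and 100% = reference inhibitor wells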
FBW7 act: human FBW7 E3 ligase activation, primary screen | Q969H0 | AlphaScreen FBW7–phospho-cyclin E peptide binding, activator screen | normalized activity (activation), % at 26.1 µM | 0.13% of 650,000 active; in the data active means normalized activity above about 1.9%;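 further: purified mutant Fbw7 with reduced substrate affinity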
Target sequence (Q969H0 whole entry, looked up): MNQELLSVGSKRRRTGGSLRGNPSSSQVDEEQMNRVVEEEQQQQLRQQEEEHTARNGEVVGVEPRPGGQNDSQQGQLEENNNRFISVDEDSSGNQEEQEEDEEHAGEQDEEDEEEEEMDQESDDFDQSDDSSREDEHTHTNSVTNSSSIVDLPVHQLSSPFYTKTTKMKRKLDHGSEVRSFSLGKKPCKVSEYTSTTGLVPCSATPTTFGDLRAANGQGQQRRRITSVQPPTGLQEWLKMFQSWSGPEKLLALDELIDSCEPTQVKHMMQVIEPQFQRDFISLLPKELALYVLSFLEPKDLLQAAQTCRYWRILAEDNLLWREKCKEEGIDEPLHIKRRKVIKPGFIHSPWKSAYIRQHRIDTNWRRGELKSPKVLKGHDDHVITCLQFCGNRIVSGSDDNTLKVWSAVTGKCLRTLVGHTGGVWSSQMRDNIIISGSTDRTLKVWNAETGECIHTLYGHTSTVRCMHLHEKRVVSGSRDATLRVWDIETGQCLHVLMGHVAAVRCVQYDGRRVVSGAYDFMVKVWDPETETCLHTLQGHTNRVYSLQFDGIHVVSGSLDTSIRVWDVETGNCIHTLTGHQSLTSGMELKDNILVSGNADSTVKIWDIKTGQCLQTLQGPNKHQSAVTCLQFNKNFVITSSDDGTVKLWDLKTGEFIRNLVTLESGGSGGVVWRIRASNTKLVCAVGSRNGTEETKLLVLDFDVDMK
MITF primary: inhibitors of human MITF | inhibition, % at 2.6 µM | 0.91% of 650,000 active | AID 1259374 | O75030 | AlphaScreen MITF homodimerization, bead proximity signal; in the data active means inhibition above about 50%;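 further: 0% = vehicle wells with protein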
GPR151 activ: activators of human GPR151; Q8TDV0; PathHunter beta-arrestin GPR151 cells, luminescence; activation, % at 11.2 µM; 1% of 650,000 active; in the data active means activation above about 4.9%;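 further: 0% = median of compound wells and 100% = cells with positive control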
The depositor's hits bear a star.

What do the screens show for `O=C(Nc1ccccc1C(F)(F)F)c1c(O)c2c([nH]c1=O)CCCC2`?
TEAD-YAP inh: 3; FBW7 act: 0.1; MITF primary: -3; GPR151 activ: 0.8

How did COc1ccc(C2OC3=C(C(=O)CC(C)(C)C3)C(N)=C2C#N)cc1 (stereo not given) do in these assays?
TEAD-YAP inh: -10; FBW7 act: 0.0; MITF primary: -11; GPR151 activ: -1.2

How did c1ccc2c(c1)nc1n2CN(CCN2CCOCC2)CN1 do in these assays?
TEAD-YAP inh: 2; FBW7 act: -0.1; MITF primary: 3; GPR151 activ: -0.1

What do the screens show for `CCN(CC)C(=O)Cn1cnc2sc(C(=O)N3CC(C)CC(C)C3)c(C)c2c1=O` (stereo not given)?
TEAD-YAP inh: -3; FBW7 act: 0.0; MITF primary: 21; GPR151 activ: -0.9

Results for O=C(Nc1ccc(N2CCOCC2)cc1)C1CCN(c2ccc(Cl)nn2)CC1 ?
TEAD-YAP inh: 9; FBW7 act: -0.1; MITF primary: 9; GPR151 activ: 6.0*

What do the screens show for `Cc1ccc(C)c(CN[C@H]2C[C@H]3C(=O)N[C@@H](CO)C(=O)N3C2)c1`?
TEAD-YAP inh: -6; FBW7 act: -0.1; MITF primary: -5; GPR151 activ: -0.6

Results for Cc1[nH]nc2c1C(c1cc([N+](=O)[O-])ccc1Cl)C(C#N)=C(N)O2 (stereo not given) ?
TEAD-YAP inh: 3; FBW7 act: -0.6; MITF primary: 1; GPR151 activ: 0.7

How did COc1cccc(C(=O)N2CCN3C(=O)[C@H](C)N(C)C(=O)[C@H]3C2)c1 do in these assays?
TEAD-YAP inh: 2; FBW7 act: 0.0; MITF primary: -7; GPR151 activ: -0.1

What do the screens show for `Cc1c(C(=O)NCc2ccccn2)oc2ccc3c(c12)C=CC(C)(C)O3`?
TEAD-YAP inh: -40; FBW7 act: 0.1; MITF primary: -8; GPR151 activ: 2.1

How did COC(=O)c1ccc(CS(=O)(=O)c2nc3ncccc3[nH]2)cc1 do in these assays?
TEAD-YAP inh: -9; FBW7 act: 0.1; MITF primary: 10; GPR151 activ: -0.2

What do the screens show for `Cc1ccc(C)c(/C=N/Nc2ccccn2)c1`?
TEAD-YAP inh: -13; FBW7 act: 0.1; MITF primary: 7; GPR151 activ: -2.6

How did Cc1ccc(C(=O)O)cc1NC(=O)CN(C)S(=O)(=O)c1cccc2nsnc12 do in these assays?
TEAD-YAP inh: -3; FBW7 act: -0.4; MITF primary: -10; GPR151 activ: -0.2

How did CN=C1NC(=O)C(CC(=O)Nc2ccc(Cl)cc2)S1 (stereo not given) do in these assays?
TEAD-YAP inh: 12; FBW7 act: 0.6; MITF primary: 5; GPR151 activ: -0.7

How did CCOC(=O)c1ccc(N2C(=N)S/C(=C\c3ccc(C)c([N+](=O)[O-])c3)C2=O)cc1 do in these assays?
TEAD-YAP inh: -1; FBW7 act: 0.2; MITF primary: -5; GPR151 activ: 1.8

Results for c1ccc2[nH]c(CNc3ccnc(Nc4ccc(-n5ccnc5)cc4)n3)nc2c1 ?
TEAD-YAP inh: -16; FBW7 act: -0.1; MITF primary: -5; GPR151 activ: -0.9

Results for CCOC(=O)c1c(C2CCN(C(=O)OCC)CC2)nc2ccccn12 ?
TEAD-YAP inh: -11; FBW7 act: 0.2; MITF primary: 4; GPR151 activ: 0.7

How did c1ccc(CCc2nnc3c4c5c(sc4ncn23)CCCC5)cc1 do in these assays?
TEAD-YAP inh: 13; FBW7 act: 0.0; MITF primary: -9; GPR151 activ: 0.1

Results for COc1ccc(C(=O)OCCN(C2=NS(=O)(=O)c3ccccc32)c2cccc(C)c2)c(OC)c1 ?
TEAD-YAP inh: 5; FBW7 act: 0.0; MITF primary: 12; GPR151 activ: -1.4

Results for FC(F)(F)c1cc(-c2ccccc2)n[nH]1 ?
TEAD-YAP inh: 3; FBW7 act: -0.6; MITF primary: 12; GPR151 activ: -0.2

How did O=C(Nc1cccc(Cl)c1)c1ccc(NCCO)c([N+](=O)[O-])c1 do in these assays?
TEAD-YAP inh: -32; FBW7 act: 0.0; MITF primary: -1; GPR151 activ: 1.5

What do the screens show for `Cn1c(Nc2nc(NCCO)c3ncn(-c4ccsc4)c3n2)nc2ccccc21`?
TEAD-YAP inh: 14; FBW7 act: -0.3; MITF primary: 4; GPR151 activ: -2.6

Results for CC1(C)CC(=O)C2=C(C1)N(c1c(F)cccc1F)C(N)=C(C#N)C2c1ccc(F)cc1 (stereo not given) ?
TEAD-YAP inh: 4; FBW7 act: 0.1; MITF primary: 1; GPR151 activ: 0.3

Results for COc1cc(Nc2cc(NCc3cccnc3)nc(N)n2)cc(OC)c1OC ?
TEAD-YAP inh: 9; FBW7 act: -0.1; MITF primary: 3; GPR151 activ: 2.3

What do the screens show for `C(=N\Nc1ccccn1)/c1ccc2c(c1)OCO2`?
TEAD-YAP inh: -65; FBW7 act: -0.8; MITF primary: 5; GPR151 activ: -2.9

Results for CCCNc1nc(Nc2cc(OC)c(OC)c(OC)c2)nc2c1ncn2Cc1ccc(C(F)(F)F)cc1 ?
TEAD-YAP inh: 16; FBW7 act: -0.1; MITF primary: 12; GPR151 activ: -3.6

How did O=C(NC(NCC12CC3CC(CC(C3)C1)C2)(C(F)(F)F)C(F)(F)F)c1ccccc1 do in these assays?
TEAD-YAP inh: 6; FBW7 act: 0.0; MITF primary: 9; GPR151 activ: 1.5

What do the screens show for `COC(=O)CC1C(=O)NCCN1C(=O)CN1Cc2ccccc2OC(c2ccccc2)C1` (stereo not given)?
TEAD-YAP inh: -2; FBW7 act: 0.0; MITF primary: 1; GPR151 activ: -0.1

What do the screens show for `O=C(NNC(=O)c1cccs1)c1ccncc1`?
TEAD-YAP inh: -4; FBW7 act: 0.1; MITF primary: 9; GPR151 activ: -1.5

How did CC(C)(Oc1ccc(Cl)cc1)C(=O)Nc1ccc([N+](=O)[O-])cc1 do in these assays?
TEAD-YAP inh: -3; FBW7 act: -0.1; MITF primary: 5; GPR151 activ: -0.7

Results for COc1cc(OC)nc(Oc2cccnc2/C=N/NC(=O)Nc2ccc(Cl)cc2)n1 ?
TEAD-YAP inh: -3; FBW7 act: 0.0; MITF primary: 6; GPR151 activ: -1.0

What do the screens show for `c1ccc(-c2[nH]c3c(ccc4ccccc43)c2-c2ccccc2)cc1`?
TEAD-YAP inh: -3; FBW7 act: 0.0; MITF primary: 24; GPR151 activ: -0.4

What do the screens show for `O=C(c1cc2n(n1)C(C(F)(F)F)CC(c1ccc(Cl)c(Cl)c1)N2)N1CCN(Cc2ccccc2)CC1` (stereo not given)?
TEAD-YAP inh: -2; FBW7 act: 0.5; MITF primary: 8; GPR151 activ: -0.5

Results for CN(C(=O)C1=COCCO1)c1ccccc1 ?
TEAD-YAP inh: -4; FBW7 act: -0.1; MITF primary: -15; GPR151 activ: 1.3

What do the screens show for `O=C(Nc1ccccc1Br)C1CCN(c2nnnn2-c2ccccc2)CC1`?
TEAD-YAP inh: 7; FBW7 act: 0.0; MITF primary: 6; GPR151 activ: -0.8

What do the screens show for `CCOC(Cn1c(SCC(=O)Nc2ccc(CC)cc2)nc2ccccc2c1=O)OCC`?
TEAD-YAP inh: 0; FBW7 act: -0.1; MITF primary: -6; GPR151 activ: 1.0

What do the screens show for `COCCn1nnnc1C(C(C)C)N1CCN(Cc2ccccc2)CC1` (stereo not given)?
TEAD-YAP inh: 0; FBW7 act: 0.0; MITF primary: 4; GPR151 activ: -0.4

Results for Cc1ccc(Nc2c(-c3ccc4c(c3)OCC(=O)N4)c(=O)c2=O)cc1F ?
TEAD-YAP inh: 6; FBW7 act: 0.0; MITF primary: 5; GPR151 activ: 3.2

Results for Cc1cc(S(=O)(=O)NCCc2ccccc2)ccc1-n1cnnn1 ?
TEAD-YAP inh: -4; FBW7 act: 0.0; MITF primary: -10; GPR151 activ: 0.0

How did O=C(N/C(=C/c1cccnc1)C(=O)N1CCCCC1)c1cccs1 do in these assays?
TEAD-YAP inh: -8; FBW7 act: -0.1; MITF primary: 0; GPR151 activ: -1.9

How did COc1ccccc1NC(=O)CC1C(=O)NC2CCCCC2N1C(=O)C(F)(F)F (stereo not given) do in these assays?
TEAD-YAP inh: -7; FBW7 act: 1.0; MITF primary: 17; GPR151 activ: -0.6

How did CN(C)CC(C)(O)c1ccc2c(c1)CN(Cc1ccccn1)CCO2 (stereo not given) do in these assays?
TEAD-YAP inh: 2; FBW7 act: 0.2; MITF primary: 10; GPR151 activ: 0.5

What do the screens show for `Cc1ccc(S(=O)(=O)N2CC=C(C(=O)NCc3cccs3)CC2)cc1`?
TEAD-YAP inh: 9; FBW7 act: 0.2; MITF primary: -2; GPR151 activ: 1.2

How did CCOc1ccccc1Nc1nnc(SCc2nc3ccccc3c(=O)[nH]2)s1 do in these assays?
TEAD-YAP inh: -9; FBW7 act: -0.1; MITF primary: 4; GPR151 activ: -0.9

Results for COc1ccc(NC(=O)CCS(=O)(=O)c2ccc(C)cc2)cc1Cl ?
TEAD-YAP inh: 10; FBW7 act: 0.3; MITF primary: 21; GPR151 activ: 1.8

Results for Cn1ccnc1C1(O)CCN(CC(=O)Nc2ccccc2N2CCCCC2)CC1 ?
TEAD-YAP inh: 0; FBW7 act: 0.0; MITF primary: 4; GPR151 activ: -0.3

Results for CCCCOC(=O)C1=C(C)NC(=O)NC1c1ccc(O)c([N+](=O)[O-])c1 (stereo not given) ?
TEAD-YAP inh: 3; FBW7 act: 0.6; MITF primary: 9; GPR151 activ: 1.9

What do the screens show for `O=C(OCN1C(=O)c2ccccc2C1=O)c1cc(F)c(F)cc1Cl`?
TEAD-YAP inh: -1; FBW7 act: 0.1; MITF primary: -2; GPR151 activ: -2.4

How did Cc1ccc(C(C(=O)NC2CCCC2)N(Cc2cccnc2)C(=O)c2csnn2)cc1 (stereo not given) do in these assays?
TEAD-YAP inh: 4; FBW7 act: 0.1; MITF primary: 6; GPR151 activ: 3.2

Reprinted from the part before: 2 compounds, then new ones.
What do the screens show for `O=C(OCN1C(=O)c2ccccc2C1=O)c1cc(F)c(F)cc1Cl`?
TEAD-YAP inh: -1; FBW7 act: 0.1; MITF primary: -2; GPR151 activ: -2.4

How did Cc1ccc(C(C(=O)NC2CCCC2)N(Cc2cccnc2)C(=O)c2csnn2)cc1 (stereo not given) do in these assays?
TEAD-YAP inh: 4; FBW7 act: 0.1; MITF primary: 6; GPR151 activ: 3.2

How did S=c1[nH]nc(-c2cccs2)n1-c1ccc2c(c1)OCO2 do in these assays?
TEAD-YAP inh: 4; FBW7 act: 0.0; MITF primary: -9; GPR151 activ: 2.3

How did CC1CCC2(CC1)NC(=O)N(CC(=O)c1cccn1C)C2=O (stereo not given) do in these assays?
TEAD-YAP inh: 2; FBW7 act: 0.0; MITF primary: 9; GPR151 activ: -1.7

How did Cc1ccc2c(c1)-c1c(cnn1CC(=O)NCCc1ccsc1)CO2 do in these assays?
TEAD-YAP inh: -2; FBW7 act: -0.1; MITF primary: 10; GPR151 activ: -0.3

How did Cc1cc(=O)oc2cc(NC(=O)C(C)N)ccc12 (stereo not given) do in these assays?
TEAD-YAP inh: -4; FBW7 act: 0.0; MITF primary: -3; GPR151 activ: 0.0

Results for O=C(COC(=O)C1CCCCC1)c1ccc(Cl)s1 ?
TEAD-YAP inh: 9; FBW7 act: 0.0; MITF primary: -8; GPR151 activ: -0.4

What do the screens show for `COc1ccc(-c2nc3ccccc3c(C(=O)Nc3ccc(S(N)(=O)=O)cc3)c2C)cc1`?
TEAD-YAP inh: 0; FBW7 act: 0.3; MITF primary: -9; GPR151 activ: -1.1

What do the screens show for `Cc1ccc(-c2cccc3cnc(Nc4ccc(F)cc4F)nc23)cn1`?
TEAD-YAP inh: 0; FBW7 act: 0.7; MITF primary: -6; GPR151 activ: 0.8

Results for CCOC(=O)COc1ccc(/C=C/[N+](=O)[O-])cc1OCC ?
TEAD-YAP inh: -1; FBW7 act: 0.0; MITF primary: 9; GPR151 activ: -0.5

Results for COc1ccc(NC(=O)CCc2c(C)nc3c4c(C)cc(C)nc4nn3c2C)cc1OC ?
TEAD-YAP inh: 5; FBW7 act: 0.2; MITF primary: 10; GPR151 activ: 0.0

How did CN(C)NC1S/C(=C/C(=O)O)C(=O)N1c1ccccc1 (stereo not given) do in these assays?
TEAD-YAP inh: 7; FBW7 act: 0.9; MITF primary: 50; GPR151 activ: 0.5

What do the screens show for `NC(=NCCc1c[nH]c2ccccc12)NS(=O)(=O)c1ccc2c(c1)OCCO2`?
TEAD-YAP inh: 4; FBW7 act: -0.2; MITF primary: 5; GPR151 activ: -0.5

How did CC12CCC(C(=O)Nc3nccs3)(OC1=O)C2(C)C (stereo not given) do in these assays?
TEAD-YAP inh: 5; FBW7 act: 0.0; MITF primary: 14; GPR151 activ: -0.3

Pulled one by one from the list above, 4 records:
What do the screens show for `O=C(c1cc2n(n1)C(C(F)(F)F)CC(c1ccc(Cl)c(Cl)c1)N2)N1CCN(Cc2ccccc2)CC1` (stereo not given)?
TEAD-YAP inh: -2; FBW7 act: 0.5; MITF primary: 8; GPR151 activ: -0.5

What do the screens show for `CCN(CC)C(=O)Cn1cnc2sc(C(=O)N3CC(C)CC(C)C3)c(C)c2c1=O` (stereo not given)?
TEAD-YAP inh: -3; FBW7 act: 0.0; MITF primary: 21; GPR151 activ: -0.9

Results for COc1cc(Nc2cc(NCc3cccnc3)nc(N)n2)cc(OC)c1OC ?
TEAD-YAP inh: 9; FBW7 act: -0.1; MITF primary: 3; GPR151 activ: 2.3

What do the screens show for `Cn1c(Nc2nc(NCCO)c3ncn(-c4ccsc4)c3n2)nc2ccccc21`?
TEAD-YAP inh: 14; FBW7 act: -0.3; MITF primary: 4; GPR151 activ: -2.6

From PubChem BioAssay
